Rtt109 HAT inh = blocks Candida albicans Rtt109/Vps75 acetyltransferase activity. Q5AAJ8. purified Rtt109/Vps75, ThioGlo CoA-SH fluorescence, 4 h. inhibition, % at 34.9 µM. hit rate 0.16% among 330,000;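 active = inhibition of at least 50% in every replicate; inconclusive = best replicate reaches 50% inhibition but some replicates fall short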
dFosB act = activators of mouse delta FosB homodimer; P13346; purified delta FosB, TAMRA-CDK5 oligo fluorescence polarization; percent of positive-control signal above neutral wells; activation, % at 25 µM; hit rate 0.99% among 340,000;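 active = mean activation above about 17%, with every replicate also reaching it, limit read from the data, passing the limit was not always enough; inconclusive = only one of the two conditions met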;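 also: fluorescence polarization rise as delta FosB binds a TAMRA Cdk5 AP-1 oligo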
Target sequence (P13346 whole entry, looked up): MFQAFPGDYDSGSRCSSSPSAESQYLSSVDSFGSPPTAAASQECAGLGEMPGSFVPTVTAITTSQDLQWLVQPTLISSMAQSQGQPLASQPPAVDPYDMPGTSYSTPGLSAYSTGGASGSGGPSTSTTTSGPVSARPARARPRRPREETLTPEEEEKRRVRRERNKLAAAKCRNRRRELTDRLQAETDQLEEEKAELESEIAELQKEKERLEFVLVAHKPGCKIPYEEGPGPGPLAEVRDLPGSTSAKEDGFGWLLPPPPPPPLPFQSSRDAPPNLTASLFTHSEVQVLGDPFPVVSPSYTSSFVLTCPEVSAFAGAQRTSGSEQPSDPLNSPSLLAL
CAL PDZ FP-1 = inhibitors of human CAL PDZ peptide binding. Q9HD26. purified CAL PDZ, TMR-peptide fluorescence polarization, 1 h. inhibition, % at 24.9 µM. hit rate 0.92% among 300,000. AID 602252;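 active = mean inhibition of at least 30% with at least half of replicates also reaching 30%; inconclusive = no clear call, values can overlap the other calls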;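 also: 0% = DMSO neutral control and 100% = excess unlabeled competitor peptide PRC23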
SR-BI DiI inh = inhibitors of mouse SR-BI mediated HDL lipid uptake; ldlA[mSR-BI] CHO cells, DiI-HDL uptake fluorescence, 3 h; inhibition, % at 12.5 µM; hit rate 0.96% among 320,000;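 active = mean replicate inhibition of at least 70% and a set share of replicates each scoring 70 or more; inconclusive = meets just one of the two criteria; inactive = fails both criteria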;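 also: 0% = median of neutral control wells and 100% = median of positive control wells; values of inactives mirror those of a sister screen read the other way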
Target sequence (Q61009 whole entry, looked up): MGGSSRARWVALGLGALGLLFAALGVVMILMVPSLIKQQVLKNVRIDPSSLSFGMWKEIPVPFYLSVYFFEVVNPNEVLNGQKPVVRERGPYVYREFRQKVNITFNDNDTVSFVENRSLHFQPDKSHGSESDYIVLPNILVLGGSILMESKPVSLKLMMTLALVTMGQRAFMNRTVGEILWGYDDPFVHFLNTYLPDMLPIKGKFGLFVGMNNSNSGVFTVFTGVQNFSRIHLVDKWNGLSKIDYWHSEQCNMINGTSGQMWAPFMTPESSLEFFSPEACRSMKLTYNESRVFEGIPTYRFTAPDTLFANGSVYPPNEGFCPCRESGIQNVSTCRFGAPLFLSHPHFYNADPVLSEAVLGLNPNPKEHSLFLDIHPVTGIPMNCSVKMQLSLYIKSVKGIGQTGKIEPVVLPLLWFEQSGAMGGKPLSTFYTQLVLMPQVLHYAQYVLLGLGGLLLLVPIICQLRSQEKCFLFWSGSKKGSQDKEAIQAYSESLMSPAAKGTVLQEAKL
NSD2 HMT inh = inhibitors of human histone methyltransferase NSD2; inhibition, % at 12.5 µM; NSD2 peptide methylation, AlphaScreen, 120 min; AID 743445; hit rate 0.54% among 310,000; in the data active = inhibition above about 50%
SR-BI DiI-HDL act = enhances SR-BI lipid uptake from DiI-HDL; AID 504775; activation, % at 12.5 µM; CHO ldlA[mSR-BI] cells, DiI-HDL uptake fluorescence, 3 h; 100 = double the neutral-control signal; hit rate 0.096% among 320,000;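 active = mean replicate activation of at least 60% and every replicate at or above 60%; inconclusive = mean or all-replicate condition met, but not both; inactive = mean below 60% and not all replicates reaching 60%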;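 also: 0% = median plate neutral-control signal and 100% = twice that signal; values of inactives mirror those of a sister screen read the other way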
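material = CHO ldlA[mSR-BI] cells | medium = Ham's F12 with 0.5% BSA, HEPES 25 mM, pH 7.4 | reagent = fluorescent DiI-HDL, 10 µg/mL final | compound dosing = single-point compound dose | incubation = 3 h, 37 °C | measured by = bottom-read fluorescence, 550/595 nm | measure = HDL uptake via cellular fluorescence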
PfHsp90 set2 = inhibits growth of yeast expressing Plasmodium falciparum Hsp90. S. cerevisiae expressing PfHsp90, BacTiter-Glo ATP, 48 h; yeast lacking PDR1 and PDR3 efflux regulators. inhibition, % at 9.4 µM. hit rate 0.32% among 310,000;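 active = every replicate shows inhibition above about 80%, whatever the replicate mean, limit read from the data; inconclusive = mean inhibition reaches the set limit but some replicate falls short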;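 also: 0% = DMSO neutral controls and 100% = 20 µM radicicol positive controls; yeast relying on Plasmodium falciparum Hsp90 in place of its own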
PvdQ inh = blocks Pseudomonas aeruginosa PvdQ acylase activity | inhibition, % at 10 µM | hit rate 0.063% among 340,000 | purified PvdQ acylase, fluorescence plate reader; in the data active = inhibition above about 30%, passing the limit was not always enough; inconclusive = no clear call, values can overlap the other calls;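 also: 0% = vehicle neutral wells and 100% = reference inhibitor wells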
MITF act = increases MITF-driven TRPM1 promoter luciferase signal. SK-MEL-5 TRPM1-promoter luciferase, 24 h; % of positive control, neutral wells = 0. activation, % at 12.5 µM. hit rate 0.75% among 300,000. AID 588334;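 active = mean activation of at least 80% with every replicate also reaching 80%; inconclusive = mean reaches 80% but some replicate falls short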;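 also: 0% = neutral control wells and 100% = parthenolide positive control wells; values of inactives mirror those of a sister screen read the other way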
CAL PDZ FP-2 = human CAL PDZ-peptide interaction inhibition; Q9HD26; purified CAL PDZ, TMR-peptide fluorescence polarization, 1 h; AID 504414; inhibition, % at 20 µM; hit rate 0.02% among 330,000;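 active = highest replicate inhibition of at least 40%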;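 also: plate controls were DMSO neutral control wells for no effect and unlabeled competitor peptide control wells for full effect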
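Test system: purified CerCALP PDZ construct; Compound dosing: one concentration, 20 µM compound; Also added: TMR-labelled reporter peptide T*-PRC34 bound in PDZ groove; Read-out: inhibition from polarization loss; Controls: unlabelled peptide and DMSO controls; Signal: FP readout, S and P plane fluorescence; Incubation: 1 h at RT.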
An asterisk follows results filed as active; ? = inconclusive; / = not tested or not shown.

Letter code: A = Rtt109 HAT inh; B = dFosB act; C = CAL PDZ FP-1; D = SR-BI DiI inh; E = NSD2 HMT inh; F = SR-BI DiI-HDL act; G = PfHsp90 set2; H = PvdQ inh; I = MITF act; J = CAL PDZ FP-2
COCc1[nH]nc2c1C(c1cccc(OC)c1)C(C#N)=C(N)O2 (stereo unspecified)
  A: 7; B: 4; C: /; D: -10; E: -7; F: 10; G: -23; H: -12; I: -14; J: 0.8
COc1ccc(C2c3cc(OC)c(OC)cc3CCN2C2CC(=O)N(c3ccccc3)C2=O)cc1OC (stereo unspecified)
  A: -9; B: -6; C: /; D: -12; E: 5; F: 12; G: -23; H: -9; I: 1; J: 0.5
CCOc1ccc(CCNc2ccc3nnc(-c4ccccc4)n3n2)cc1OCC
  A: -8; B: 14; C: -7; D: 15; E: /; F: -15; G: -7; H: -4; I: /; J: -1.9
CC(C)n1cc(C(=O)N2CCCC(Nc3ccc(F)c(F)c3)C2)cn1 (stereo unspecified)
  A: 7; B: 4; C: 5; D: 10; E: -6; F: -10; G: 0; H: 6; I: 5; J: -0.2
Cc1ccc(-c2nc3s/c(=C\c4ccco4)c(=O)n3n2)cc1
  A: -7; B: -5; C: -2; D: -26; E: 7; F: 26; G: -23; H: -11; I: 3; J: -3.0
CCOc1ccc(C(C)(C)C)cc1S(=O)(=O)n1nc(C)cc1C
  A: -4; B: -3; C: -9; D: -22; E: 0; F: 22; G: 32; H: -13; I: -12; J: -0.8
O=C(NCc1cccs1)c1ccccc1F
  A: -4; B: 10; C: -4; D: -7; E: -2; F: 7; G: 7; H: -10; I: 14; J: -0.8
CCOC(=O)CNc1ccc(C(=O)OCC)cc1[N+](=O)[O-]
  A: 0; B: 5; C: -2; D: -6; E: -2; F: 6; G: -90; H: 16; I: 0; J: 0.6
Cc1ccnc(SCC(=O)Nc2sc3c(c2C#N)CCCC3)n1
  A: 2; B: -7; C: -4; D: 19; E: -2; F: -19; G: -23; H: -9; I: -16; J: 0.2
O=S(=O)(c1ccc(SCc2ccc(Br)cc2)nc1)N1CCCCC1
  A: 2; B: 6; C: /; D: 25; E: 4; F: -25; G: -7; H: 7; I: -2; J: -0.9
CCc1ccccc1NC(=O)CSc1n[nH]c(-c2cccnc2)n1
  A: 0; B: -5; C: /; D: /; E: -5; F: /; G: -13; H: -12; I: -11; J: -0.2
CCOc1ccc(NC(=S)N(CCOC)C(C)c2ccco2)cc1 (stereo unspecified)
  A: -1; B: -3; C: -4; D: /; E: 5; F: /; G: -3; H: -9; I: 22; J: -2.9
CCN(CC)S(=O)(=O)c1cc(NC(=O)c2cc([N+](=O)[O-])ccc2N2CCOCC2)ccc1C
  A: 10; B: -11; C: 2; D: 41; E: -1; F: -41; G: -37; H: -8; I: -10; J: -3.1
CN(Cc1ccccc1N1CCCC1)C(=O)c1cc2cc(Cl)ccc2o1
  A: 1; B: -10; C: -6; D: 70*; E: 0; F: -70; G: -1; H: -6; I: -18; J: -0.6
Clc1ccc(CN2CCSCC2)c(Cl)c1
  A: -5; B: 1; C: 3; D: -22; E: 0; F: 22; G: 6; H: 5; I: -1; J: 0.5
CC(C)(C)NCC(=Cc1ccccc1)C(=O)c1ccccc1
  A: -16; B: -7; C: -1; D: 9; E: 2; F: -9; G: -2; H: -8; I: -97; J: -0.6
O=C(NCc1cccnc1)c1ccc(Cl)c(S(=O)(=O)N2CCCCCC2)c1
  A: 9; B: -11; C: -3; D: 13; E: -2; F: -13; G: -3; H: -5; I: -5; J: 0.0
CC12CCC(C(=O)N(CSC(=S)N/N=C\c3ccccc3)C1=O)C2(C)C (stereo unspecified)
  A: -5; B: -2; C: 4; D: 7; E: 1; F: -7; G: 0; H: -2; I: -1; J: 1.2
CCCCn1nc(C(=O)Nc2nc3c(s2)CCCC3)c2ccccc2c1=O
  A: 3; B: 2; C: -2; D: 0; E: 0; F: 0; G: -20; H: 3; I: 10; J: -1.7
Cn1c(N)c(C(=O)COC(=O)CCCOc2ccc(Cl)cc2Cl)c(=O)n(C)c1=O
  A: -5; B: -3; C: -3; D: -14; E: -2; F: 14; G: 13; H: -1; I: 4; J: -1.2
Cn1c(C(=O)N[C@@H](Cc2ccccc2)C(=O)O)cc2cc(Cl)ccc21
  A: -3; B: 3; C: -3; D: -12; E: 1; F: 12; G: 2; H: -2; I: -20; J: -0.6
CC(=O)N1CC(C)Oc2ccc(S(=O)(=O)NC(CC(=O)O)c3ccc(C)cc3C)cc21 (stereo unspecified)
  A: 12; B: -3; C: -5; D: -27; E: -3; F: 27; G: 3; H: -1; I: -8; J: -1.5
CC(=O)Nc1ccc(S(=O)(=O)N2CCN(C(=O)c3ncoc3-c3ccc(C)cc3)CC2)cc1
  A: 8; B: -6; C: 0; D: /; E: -3; F: /; G: -3; H: -20; I: 2; J: -1.3
COC(=O)c1ccc(CSc2nnc(NC(C)C)s2)o1
  A: 1; B: 1; C: 6; D: -16; E: 0; F: 16; G: -9; H: -6; I: 2; J: -0.5
Cc1ccc(NC(=O)OCCN2CCN(S(=O)(=O)c3ccc(C)cc3)CCC2=O)cc1
  A: -10; B: -14; C: 4; D: -3; E: /; F: 3; G: 8; H: -11; I: -2; J: -0.7
COc1ccc(OC)c(C2/C(=C(/O)c3cnn(-c4ccccc4)c3C)C(=O)C(=O)N2CCN(C)C)c1 (stereo unspecified)
  A: -4; B: 2; C: -3; D: /; E: 0; F: /; G: 7; H: -14; I: 1; J: -1.8
CCCN(CCC)C(=O)Cn1c(=O)n(CCCCC(=O)NC2CCCC2)c(=O)c2ccccc21
  A: -6; B: -7; C: -1; D: -23; E: -1; F: 23; G: 10; H: -9; I: 0; J: -0.4
CC(C)C(=O)Nc1cccc(C(=O)N2CCCCC2C)c1 (stereo unspecified)
  A: -2; B: -8; C: -2; D: -7; E: 1; F: 7; G: -14; H: -7; I: -3; J: -2.9
O=C(CCS(=O)(=O)Cc1ccccc1)Nc1nncs1
  A: 18; B: -4; C: /; D: /; E: -8; F: /; G: 24; H: 4; I: 1; J: -0.7
COc1cccc(CNC(=O)c2ccc(CS(=O)Cc3ccc(C)cc3)o2)c1 (stereo unspecified)
  A: -8; B: -7; C: 2; D: -3; E: -7; F: 3; G: 14; H: 5; I: -2; J: -1.1
Cc1ccc(OCCC(=O)Nc2ccc(C)c(S(=O)(=O)N3CCOCC3)c2)cc1
  A: 0; B: -3; C: -4; D: -3; E: 0; F: 3; G: -11; H: -12; I: 1; J: -0.6
CCN(CC(=O)Nc1ccc2c(c1)OCCO2)C(=O)c1cc(Cl)nc2ccccc12
  A: 2; B: -4; C: -5; D: 0; E: 0; F: 0; G: 15; H: -7; I: 6; J: 0.8
Cc1c(OCC(=O)N2C[C@H]3C[C@@H](C2)c2cccc(=O)n2C3)ccc2c3c(c(=O)oc12)CCC3
  A: 4; B: -4; C: 0; D: 8; E: /; F: -8; G: -1; H: 9; I: -2; J: 1.0
Cc1cccn2c(=O)c(C=O)c(Nc3ccc(S(N)(=O)=O)cc3)nc12
  A: -1; B: -19; C: -10; D: 9; E: 1; F: -9; G: -5; H: 1; I: 0; J: /
O=C(c1ccccc1)N1CCN(CC(O)COc2ccc(Br)cc2)CC1 (stereo unspecified)
  A: 1; B: -2; C: -3; D: -376; E: -2; F: ?; G: 9; H: -14; I: /; J: 0.1
CN(C)C(=O)Cn1c(=O)n(S(=O)(=O)c2ccccc2)c2ccccc21
  A: -4; B: -5; C: 9; D: -28; E: -1; F: 28; G: 15; H: -13; I: /; J: -0.2
C=CCOC(=O)/C(=C\C=C\c1ccccc1)NC(=O)c1ccccc1
  A: 6; B: 0; C: 0; D: 23; E: -2; F: -23; G: 8; H: -15; I: 6; J: -0.5
O=C(Cn1cnc2cc([N+](=O)[O-])ccc2c1=O)N1CCN(S(=O)(=O)c2ccccc2)CC1
  A: 3; B: -2; C: -1; D: -8; E: 2; F: 8; G: 13; H: -3; I: -14; J: -0.8
O=C1c2ccc([N+](=O)[O-])cc2S(=O)(=O)N1Cc1ccccc1
  A: -3; B: -8; C: -4; D: -35; E: 0; F: 35; G: -21; H: -16; I: -13; J: -0.3
O=C(CSc1nc2c(cnn2-c2ccccc2)c(=O)[nH]1)N1N=C(c2cccs2)CC1c1ccc(F)cc1 (stereo unspecified)
  A: -3; B: -18; C: /; D: -6; E: /; F: 6; G: -65; H: 6; I: -1; J: 1.2

SR-BI DiI inh, entries above that show a hit
Letter code: A = Rtt109 HAT inh; B = dFosB act; C = CAL PDZ FP-1; D = SR-BI DiI inh; E = NSD2 HMT inh; F = SR-BI DiI-HDL act; G = PfHsp90 set2; H = PvdQ inh; I = MITF act; J = CAL PDZ FP-2
CN(Cc1ccccc1N1CCCC1)C(=O)c1cc2cc(Cl)ccc2o1
  A: 1; B: -10; C: -6; D: 70*; E: 0; F: -70; G: -1; H: -6; I: -18; J: -0.6

Part of the list above in order of molecular weight, descending:
Letter code: A = Rtt109 HAT inh; B = dFosB act; C = CAL PDZ FP-1; D = SR-BI DiI inh; E = NSD2 HMT inh; F = SR-BI DiI-HDL act; G = PfHsp90 set2; H = PvdQ inh; I = MITF act; J = CAL PDZ FP-2
CC(=O)Nc1ccc(S(=O)(=O)N2CCN(C(=O)c3ncoc3-c3ccc(C)cc3)CC2)cc1
  A: 8; B: -6; C: 0; D: /; E: -3; F: /; G: -3; H: -20; I: 2; J: -1.3
O=S(=O)(c1ccc(SCc2ccc(Br)cc2)nc1)N1CCCCC1
  A: 2; B: 6; C: /; D: 25; E: 4; F: -25; G: -7; H: 7; I: -2; J: -0.9
COc1cccc(CNC(=O)c2ccc(CS(=O)Cc3ccc(C)cc3)o2)c1 (stereo unspecified)
  A: -8; B: -7; C: 2; D: -3; E: -7; F: 3; G: 14; H: 5; I: -2; J: -1.1
CCc1ccccc1NC(=O)CSc1n[nH]c(-c2cccnc2)n1
  A: 0; B: -5; C: /; D: /; E: -5; F: /; G: -13; H: -12; I: -11; J: -0.2
CCOC(=O)CNc1ccc(C(=O)OCC)cc1[N+](=O)[O-]
  A: 0; B: 5; C: -2; D: -6; E: -2; F: 6; G: -90; H: 16; I: 0; J: 0.6

Screening results deposited in PubChem BioAssay by Broad Institute.
